Bioassay records: PubChem BioAssay, NMMLSC
Myeloid diff 2: compounds promoting myeloid differentiation; calls only at 10 µM; 360,000 compounds, 1% hits; AID 624256; ER-HoxA9 myeloid progenitors, lysozyme-GFP differentiation, flow cytometry;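 active means normalized GFP-positive differentiation at or above the plate's own cutoff, the solvent-only control mean plus 3 SD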;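 further: cells exposed to compound for four days before flow analysis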
Myeloid diff 2 GFP+ MAC1+ %: recorded beside Myeloid diff 2, whose call it bears; GFP+ MAC1+ double positive, %; measured here: differentiation confirmed by MAC1 staining
* = called active by the depositor.

Preview, 8 compounds:
`O=C(Nc1nnc([C@@H]2C[C@H](O)[C@@H](CO)O2)s1)Nc1ccccc1C(F)(F)F` gave Myeloid diff 2 inactive and Myeloid diff 2 GFP+ MAC1+ % 0.7.
For O=C(COC(=O)c1ccc([N+](=O)[O-])cc1)NCCC1=CCCCC1 the results were Myeloid diff 2 inactive and Myeloid diff 2 GFP+ MAC1+ % 0.7.
Cc1ccc(C2(C)NC(=O)N(CC(=O)Nc3cc(S(=O)(=O)N4CCOCC4)ccc3OC(C)C)C2=O)cc1 (stereo not given) was read as Myeloid diff 2 inactive and Myeloid diff 2 GFP+ MAC1+ % 1.7.
For CCCS(=O)(=O)NC(=O)C1(C)CCCN(C(=O)c2cc(F)cc(F)c2)C1 (stereo not given) the results were Myeloid diff 2 inactive and Myeloid diff 2 GFP+ MAC1+ % 1.1.
`N#Cc1ccccc1OCC(=O)OCC(=O)NCc1ccc2c(c1)OCO2` gave Myeloid diff 2 inactive and Myeloid diff 2 GFP+ MAC1+ % 0.8.
COc1ccccc1NS(=O)(=O)c1cccc(C(=O)NCC(c2ccco2)N2CCCC2)c1 (stereo not given) was read as Myeloid diff 2 inactive and Myeloid diff 2 GFP+ MAC1+ % 0.3.
CCc1nc2ccc(C(=O)N3CCN(S(=O)(=O)CC)CC3)cn2c1N(C=O)CCC(C)C was read as Myeloid diff 2 inactive and Myeloid diff 2 GFP+ MAC1+ % 0.5.
Cc1ccc(-c2nc(COC(=O)C3=NN(c4ccccc4)C(=O)CC3)cs2)cc1 was read as Myeloid diff 2 inactive and Myeloid diff 2 GFP+ MAC1+ % 2.0.

The list itself, from the first entry:
`O=C(Nc1nnc([C@@H]2C[C@H](O)[C@@H](CO)O2)s1)Nc1ccccc1C(F)(F)F` gave Myeloid diff 2 inactive and Myeloid diff 2 GFP+ MAC1+ % 0.7.
For O=C(COC(=O)c1ccc([N+](=O)[O-])cc1)NCCC1=CCCCC1 the results were Myeloid diff 2 inactive and Myeloid diff 2 GFP+ MAC1+ % 0.7.
Cc1ccc(C2(C)NC(=O)N(CC(=O)Nc3cc(S(=O)(=O)N4CCOCC4)ccc3OC(C)C)C2=O)cc1 (stereo not given) was read as Myeloid diff 2 inactive and Myeloid diff 2 GFP+ MAC1+ % 1.7.
For CCCS(=O)(=O)NC(=O)C1(C)CCCN(C(=O)c2cc(F)cc(F)c2)C1 (stereo not given) the results were Myeloid diff 2 inactive and Myeloid diff 2 GFP+ MAC1+ % 1.1.
`N#Cc1ccccc1OCC(=O)OCC(=O)NCc1ccc2c(c1)OCO2` gave Myeloid diff 2 inactive and Myeloid diff 2 GFP+ MAC1+ % 0.8.
COc1ccccc1NS(=O)(=O)c1cccc(C(=O)NCC(c2ccco2)N2CCCC2)c1 (stereo not given) was read as Myeloid diff 2 inactive and Myeloid diff 2 GFP+ MAC1+ % 0.3.
CCc1nc2ccc(C(=O)N3CCN(S(=O)(=O)CC)CC3)cn2c1N(C=O)CCC(C)C was read as Myeloid diff 2 inactive and Myeloid diff 2 GFP+ MAC1+ % 0.5.
Cc1ccc(-c2nc(COC(=O)C3=NN(c4ccccc4)C(=O)CC3)cs2)cc1 was read as Myeloid diff 2 inactive and Myeloid diff 2 GFP+ MAC1+ % 2.0.
c1ccc2c(CCN3CCNC[C@H]3Cc3cccc4ccccc34)cccc2c1 was read as Myeloid diff 2 inactive and Myeloid diff 2 GFP+ MAC1+ % 6.0.
Screening O=C(c1ccc(N2CCCC2=O)cc1)N1CCN(c2cccc(C(F)(F)F)c2)CC1 returned Myeloid diff 2 inactive and Myeloid diff 2 GFP+ MAC1+ % 0.2.
Screening Nc1nc(N)c2ncn(C3C=CC(CO)C3)c2n1 (stereo not given) returned Myeloid diff 2 inactive and Myeloid diff 2 GFP+ MAC1+ % 1.0.
Screening Cc1nn(-c2ccccc2)c(C)c1C(=O)OCC(=O)N(C)c1ccccc1 returned Myeloid diff 2 inactive and Myeloid diff 2 GFP+ MAC1+ % 0.1.
For CC(=O)[C@H]1CCC2C3CC=C4C[C@@H](O)CC[C@]4(C)C3CC[C@@]21C (stereo not given in full) the results were Myeloid diff 2 inactive and Myeloid diff 2 GFP+ MAC1+ % 0.8.
COc1ccc([C@H]2C[C@H](O)[C@@H](n3cc(C4CC4)nn3)CN2C(=O)C2CCCCC2)cc1 was read as Myeloid diff 2 inactive and Myeloid diff 2 GFP+ MAC1+ % 0.2.
`CC(=O)Nc1cccc(-c2csc(C(C)(NC(C)=O)c3ccccc3)n2)c1` (stereo not given) gave Myeloid diff 2 inactive and Myeloid diff 2 GFP+ MAC1+ % 0.6.
Cc1nn(-c2ccccc2)c(Cl)c1C(=O)OCC(=O)NCCc1ccc(S(N)(=O)=O)cc1 was read as Myeloid diff 2 inactive and Myeloid diff 2 GFP+ MAC1+ % 0.1.
For CN(Cc1ccccc1)C(=O)c1ncn2c1C(=O)N(C)CC2 the results were Myeloid diff 2 inactive and Myeloid diff 2 GFP+ MAC1+ % 0.5.
`Cc1ccc(S(=O)(=O)Nc2ccc3ccccc3c2)cc1` gave Myeloid diff 2 inactive and Myeloid diff 2 GFP+ MAC1+ % 0.5.
`C=CCn1c(SCC(=O)N2CCCC2=O)nc2sc(CC)cc2c1=O` gave Myeloid diff 2 inactive and Myeloid diff 2 GFP+ MAC1+ % 1.0.
For Nc1c(C(=O)Nc2ccccc2)sc2nc(N3CCOCC3)c3c(c12)CCCC3 the results were Myeloid diff 2 inactive and Myeloid diff 2 GFP+ MAC1+ % 1.4.
Screening CN(C)CCN1CCN(C2CN(Cc3ccccc3)S(=O)(=O)C2)CC1 (stereo not given) returned Myeloid diff 2 inactive and Myeloid diff 2 GFP+ MAC1+ % 0.8.
For CCCNC(=O)C1(C)CCCN(C(=O)C2(c3ccc(Cl)cc3)CCCC2)C1 (stereo not given) the results were Myeloid diff 2 inactive and Myeloid diff 2 GFP+ MAC1+ % 1.2.
CCOC(=O)c1c(C)[nH]c(C)c1C(=O)COC(=O)CCc1ccccc1 was read as Myeloid diff 2 inactive and Myeloid diff 2 GFP+ MAC1+ % 0.9.
`CC(C)C(C=Cc1ccccc1)=NNS(=O)(=O)c1ccccc1` gave Myeloid diff 2 inactive and Myeloid diff 2 GFP+ MAC1+ % 1.2.
CSc1ncccc1C(=O)OCC(=O)N1CC(=O)Nc2ccccc21 was read as Myeloid diff 2 inactive and Myeloid diff 2 GFP+ MAC1+ % 0.3.
For CCc1ccc(O)c(CNCCNCc2cc(CC)ccc2O)c1 the results were Myeloid diff 2 inactive and Myeloid diff 2 GFP+ MAC1+ % 2.0.
For CCCCN1CC[C@H]2C=CC[C@@H](C(=O)N3CCN(c4ccccc4)CC3)[C@H]2C1=O the results were Myeloid diff 2 inactive and Myeloid diff 2 GFP+ MAC1+ % 0.5.
O=C(CSC(=S)N1CCCC1)N/N=C/c1c(O)[nH]c(=S)[nH]c1=O was read as Myeloid diff 2 inactive and Myeloid diff 2 GFP+ MAC1+ % 0.2.
Screening Cc1nn(Cc2ccccc2)c(C)c1CNC(=O)c1ccc(F)c(S(=O)(=O)N2CCOCC2)c1 returned Myeloid diff 2 inactive and Myeloid diff 2 GFP+ MAC1+ % 0.5.
For O=C(COC(=O)C1CCN(c2ccc(C(F)(F)F)cn2)CC1)NCc1ccccc1 the results were Myeloid diff 2 inactive and Myeloid diff 2 GFP+ MAC1+ % 0.2.
`CCCCNC(=O)[C@@](CC)(ONc1ccccc1C(F)(F)F)c1cccc2ccccc12` gave Myeloid diff 2 inactive and Myeloid diff 2 GFP+ MAC1+ % 1.5.
COc1ccc(NC(=O)COC(=O)c2ccc(OC)c(S(=O)(=O)N3CCCC3)c2)cc1OC was read as Myeloid diff 2 inactive and Myeloid diff 2 GFP+ MAC1+ % 0.7.
For Cc1cccc(NC(=O)CNC(=O)CSc2ncccn2)c1C the results were Myeloid diff 2 inactive and Myeloid diff 2 GFP+ MAC1+ % 0.8.
For COc1cc(OC)cc(C(=O)OCC(=O)Nc2cccc(S(=O)(=O)NC3=NCCCCC3)c2)c1 the results were Myeloid diff 2 inactive and Myeloid diff 2 GFP+ MAC1+ % 0.9.
`CCN(CC(=O)Nc1cc(Cl)ccc1Cl)C(=O)c1ccc(-n2cccn2)cc1` gave Myeloid diff 2 inactive and Myeloid diff 2 GFP+ MAC1+ % 0.9.
Screening COc1cc(Cl)c(C)cc1NCC(=O)Nc1cccc(S(=O)(=O)N2CCCC2)c1 returned Myeloid diff 2 inactive and Myeloid diff 2 GFP+ MAC1+ % 0.3.
Screening CC1(C(=O)NS(=O)(=O)c2ccccc2)CCN1C(=O)Cc1cccc2ccccc12 (stereo not given) returned Myeloid diff 2 inactive and Myeloid diff 2 GFP+ MAC1+ % 0.5.
CCOc1ccc(NC(=O)c2c(N)n(C)c(=O)[nH]c2=O)cc1 was read as Myeloid diff 2 inactive and Myeloid diff 2 GFP+ MAC1+ % 1.2.
O=C(c1cccc(Cl)c1)N1CCC(=O)N([C@H](COCc2cccc(Cl)c2)Cc2ccccc2)CC1 was read as Myeloid diff 2 inactive and Myeloid diff 2 GFP+ MAC1+ % 1.4.
Screening COc1cc(CNC(=O)c2cc(-c3cc(F)ccc3OCC3CCCO3)n[nH]2)cc(OC)c1 (stereo not given) returned Myeloid diff 2 inactive and Myeloid diff 2 GFP+ MAC1+ % 0.6.
Screening COc1ccc(NC(=O)C2(C)Cc3c(-c4ccc(N(C)C)cc4)ccnc3O2)cn1 (stereo not given) returned Myeloid diff 2 inactive and Myeloid diff 2 GFP+ MAC1+ % 0.9.
Screening Nc1ccc(Cl)cc1C(=O)c1ccc[nH]1 returned Myeloid diff 2 inactive and Myeloid diff 2 GFP+ MAC1+ % 0.3.
Screening CCCCCCSc1ccc([C@@H]2[C@@H]3C(=O)N(C)C(=O)[C@@H]3[C@]3(C(=O)OC)CCCCN23)cc1OC returned Myeloid diff 2 inactive and Myeloid diff 2 GFP+ MAC1+ % 1.7.
For CC1(C(=O)Nc2ccccc2)Cc2c(-c3cccc(C(N)=O)c3)ccnc2O1 (stereo not given) the results were Myeloid diff 2 inactive and Myeloid diff 2 GFP+ MAC1+ % 0.4.
`O=C(Nc1nnc([C@H]2C[C@H](O)[C@@H](CO)O2)s1)Nc1ccccc1F` gave Myeloid diff 2 inactive and Myeloid diff 2 GFP+ MAC1+ % 0.4.
For O=C(O)c1ccccc1C1c2ccccc2Oc2ccccc21 the results were Myeloid diff 2 inactive and Myeloid diff 2 GFP+ MAC1+ % 1.1.
Screening CCN(CC)C(=O)[C@H]1CC(CC(=O)NCc2ccc(OC)c(OC)c2)C(=O)N2CCc3c([nH]c4ccc(OC)cc34)[C@]12C (stereo not given in full) returned Myeloid diff 2 inactive and Myeloid diff 2 GFP+ MAC1+ % 2.9.
Screening O=C(COC(=O)c1ccc(F)c(S(=O)(=O)N2CCOCC2)c1)NCc1ccc(Cl)cc1 returned Myeloid diff 2 inactive and Myeloid diff 2 GFP+ MAC1+ % 1.2.
`Cc1ccc(C)c(N2N=C(C(=O)OCC(=O)N(C)c3ccccc3)CCC2=O)c1` gave Myeloid diff 2 inactive and Myeloid diff 2 GFP+ MAC1+ % 0.7.
`CN(C)c1ccc(Cl)c(NC(N)=S)c1` gave Myeloid diff 2 inactive and Myeloid diff 2 GFP+ MAC1+ % 0.7.
Screening Cc1ccc(S(=O)(=O)N2CCCCC2)cc1NCC(=O)Nc1ccc(Br)cc1F returned Myeloid diff 2 inactive and Myeloid diff 2 GFP+ MAC1+ % 2.8.
Screening O=C1NN(c2ccccc2)C(=O)C1=Cc1ccccc1 returned Myeloid diff 2 inactive and Myeloid diff 2 GFP+ MAC1+ % 0.6.
`Cn1ccnc1-c1nnn(-c2ccc(F)cc2)n1` gave Myeloid diff 2 inactive and Myeloid diff 2 GFP+ MAC1+ % 1.2.
CC(=O)c1ccc(OC(=O)Oc2ccc(C(C)=O)cc2)cc1 was read as Myeloid diff 2 inactive and Myeloid diff 2 GFP+ MAC1+ % 1.5.
For Cc1ccc(OCC(=O)Nc2ccc(C(=O)Nc3ccccc3C(=O)O)cc2)cc1C the results were Myeloid diff 2 inactive and Myeloid diff 2 GFP+ MAC1+ % 0.2.
Screening COc1cccc(C2=CC(=O)CCC2)c1OC returned Myeloid diff 2 inactive and Myeloid diff 2 GFP+ MAC1+ % 1.2.
Screening CC12CCC(=O)C=C1CCC1C2C(O)CC2(C)C1CCC21OCC1=O (stereo not given) returned Myeloid diff 2 inactive and Myeloid diff 2 GFP+ MAC1+ % 1.0.
Screening NC1=NC[C@@H](CC2CCCCC2)N1CCc1cc(C(F)(F)F)cc(C(F)(F)F)c1 returned Myeloid diff 2 inactive and Myeloid diff 2 GFP+ MAC1+ % 0.9.
CC(C)Cc1ccc(CN2C(C(C)C)C(=O)N(Cc3cn(CCC4OCCO4)nn3)CCS2(=O)=O)cc1 (stereo not given) was read as Myeloid diff 2 inactive and Myeloid diff 2 GFP+ MAC1+ % 1.4.
Screening O=S1(=O)CC(N2CC=CC2)CN1C1CCCCC1 (stereo not given) returned Myeloid diff 2 inactive and Myeloid diff 2 GFP+ MAC1+ % 1.4.
For Nc1ccn(CC(=O)NCCNc2ccc([N+](=O)[O-])cn2)c(=O)n1 the results were Myeloid diff 2 inactive and Myeloid diff 2 GFP+ MAC1+ % 0.4.
Screening CC(CNC(=O)Cn1ccc(NC(=O)OCc2ccccc2)nc1=O)c1ccccc1 (stereo not given) returned Myeloid diff 2 inactive and Myeloid diff 2 GFP+ MAC1+ % 1.7.
For CC(C)C[C@H]1COc2cc(N(C)CCO)ccc2S(=O)(=O)N1 the results were Myeloid diff 2 inactive and Myeloid diff 2 GFP+ MAC1+ % 0.7.
`COc1ccc2c(c1)C(=O)N1[C@H]3c4cc(OC)ccc4OC[C@@H]3[C@H](c3ccccc3)[C@]1(C)C(=O)N2` gave Myeloid diff 2 inactive and Myeloid diff 2 GFP+ MAC1+ % 0.9.
`Cc1ccc2nc(-c3ccc(NC(=S)NCCC(C)C)cc3)sc2c1` gave Myeloid diff 2 inactive and Myeloid diff 2 GFP+ MAC1+ % 0.9.
COc1ccc(NC(=O)CCOc2ccccc2F)cc1S(=O)(=O)N1CCCCC1 was read as Myeloid diff 2 inactive and Myeloid diff 2 GFP+ MAC1+ % 0.7.
`CC1(C(=O)NS(=O)(=O)c2ccc(C#N)cc2)CCN1C(=O)C1(c2ccccc2)CC1` (stereo not given) gave Myeloid diff 2 inactive and Myeloid diff 2 GFP+ MAC1+ % 2.0.

A portion of the library; the hit share may differ from the screen's.
